OPRM1-OPRD1 ag: agonists of human mu-delta opioid receptor heterodimerization; P35372+P41143; cells, OPRM1-OPRD1 heterodimerization, luminescence; activation, % at 9.3 µM; hit rate 0.3% among 340,000; in the data active = activation above about 18%;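 also: 0% = vehicle-treated cells and 100% = reference agonist; values of inactives mirror those of a sister screen read the other way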
V-ATPase pHluor: regulators of yeast V-ATPase proton transport; S. cerevisiae, pHLuorin cytosolic pH fluorescence; response, % at 10 µM; hit rate 0.37% among 350,000; AID 504577; in the data active = response mostly above about 7.3%, no sharp cut-off; inactive = mostly below about 5.4%; also: actives read high; inactives centre near 0; some compounds called inactive have numbers as strong as hits; reference of the scale not given here
C-LANA FP: inhibitors of KSHV LANA C-terminal domain DNA binding; MBP-C-LANA/FAM-LBS DNA binding, fluorescence polarization; inhibition, % at 9 µM; hit rate 0.078% among 340,000; AID 504423;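 active = highest replicate inhibition at or above 60% at 9 µM, even if other replicates fall short; inactive = all replicates below 60% inhibition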;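 also: 0% = neutral control wells and 100% = 4 µM acridine orange control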
RTF Ca sens act: increases calcium sensitivity of human cardiac regulated thin filaments; AID 493008; IANBD-labeled TnC RTF fluorescence at EC20 calcium; 0% EC20 calcium, 100% full calcium; activation, % at 7.2 µM; hit rate 0.24% among 340,000; P19429+P45379;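 active = activation above the mean over all tested compounds plus 3 SD, cut at about 30% in these data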;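 also: rise in fluorescence read as greater calcium sensitivity of cardiac thin filaments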
Wnt act: activates Wnt/beta-catenin signaling in a reporter cell assay; activator, plate reader; activation, % at 9.35 µM; hit rate 1.2% among 300,000; in the data active = activation above about 30%, passing the limit was not always enough;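 also: 0% = neutral control wells and 100% = positive control wells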
Arr AP2 block: human beta-arrestin and AP2 interaction inhibition; hit rate 0.31% among 340,000; AID 504490; inhibition, % at 10 µM; FITC-arrestin peptide / GST-AP2 beads, flow cytometry; AP2 beta2 appendage carries R879A mutation;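 active = inhibition above a set limit, near 3 SD of compounds lacking own fluorescence, cut at about 54% in these data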;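 also: plate controls were DMSO wells for no effect and 5 µM unlabelled arrestin peptide for full effect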
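Measured by: flow cytometry, FL1 (488/535 nm); Material: AP2 appendage R879A on GSH beads; Evaluation: percent response; Timing: pre-incubation 12 min, peptide binding 1 h, room temperature; Also added: 50 nM FITC-arrestin peptide; Medium: PBS with 0.05% Tween 20 and 0.1% BSA.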
OPRM1-OPRD1 inv: inverse agonist of human OPRM1-OPRD1 heterodimerization | P35372+P41143 | cell-based MOR-DOR heterodimer luminescence, inverse agonism | inhibition, % at 9.3 µM | hit rate 0.21% among 340,000 | AID 504357; in the data active = inhibition above about 22%, passing the limit was not always enough;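 also: 0% = cells with DMSO and 100% = wells without cells with DMSO; values of inactives mirror those of a sister screen read the other way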
Keap1 Nrf2 FP: Keap1-Nrf2 (human) interaction inhibition; Q14145; Keap1 Kelch-Nrf2 peptide fluorescence polarization, 1536-well; inhibition, % at 9.4 µM; hit rate 0.15% among 340,000; AID 504523; in the data active = inhibition above about 12%;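 also: human Keap1 Kelch domain with fluorescein labeled Nrf2 9mer peptide probe; 0% = neutral control wells and 100% = peptide positive control; higher means more block of Keap1 binding to Nrf2 peptide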
Target sequence (Q14145 whole entry, looked up, the tested form may be a part): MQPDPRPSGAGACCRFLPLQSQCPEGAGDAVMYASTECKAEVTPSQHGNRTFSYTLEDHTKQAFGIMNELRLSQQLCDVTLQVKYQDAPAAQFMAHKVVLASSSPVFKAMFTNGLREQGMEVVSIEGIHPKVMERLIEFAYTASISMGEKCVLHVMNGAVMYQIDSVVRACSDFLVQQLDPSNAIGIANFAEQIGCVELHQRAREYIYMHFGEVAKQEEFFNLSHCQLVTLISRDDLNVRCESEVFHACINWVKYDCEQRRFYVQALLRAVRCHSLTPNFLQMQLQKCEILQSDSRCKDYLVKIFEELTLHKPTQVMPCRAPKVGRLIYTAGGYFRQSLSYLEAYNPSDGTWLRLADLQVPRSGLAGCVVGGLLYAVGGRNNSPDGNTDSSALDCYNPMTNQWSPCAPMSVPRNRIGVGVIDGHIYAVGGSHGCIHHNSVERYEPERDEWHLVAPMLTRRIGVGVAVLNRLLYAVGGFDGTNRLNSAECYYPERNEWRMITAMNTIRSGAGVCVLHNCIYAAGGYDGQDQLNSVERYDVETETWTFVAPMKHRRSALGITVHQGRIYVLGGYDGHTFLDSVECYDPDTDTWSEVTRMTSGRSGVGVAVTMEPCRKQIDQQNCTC
RTF Ca sens inh: cardiac RTF calcium desensitization | IANBD-labeled cardiac RTF, Ca2+ fluorescence | inhibition, % at 7.15 µM | AID 493244 | hit rate 0.12% among 340,000;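 active = inhibition above the mean inhibition of all tested compounds plus 3 SD, cut at about 17% in these data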;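 also: assay run at fixed EC70 calcium of 1.6 mM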
DSG3 Ab inh: inhibitors of pemphigus antibody binding to human desmoglein-3. P32926. DSG3-coupled beads, scFv-anti-DSG3-GFP binding, flow cytometry; hits give low values. binding (percent of control), % at 10 µM. hit rate 0.48% among 310,000;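 active = binding more than 3 SD below its plate's average and above zero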;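 also: hits lower antibody fragment binding to DSG3; some compounds called inactive have numbers as strong as hits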
Numbers without * were called inactive; / = not tested or not shown. Compounds were not picked by outcome; 3.1% or so of the library scored in one or more.

1) O=C1c2ccccc2-c2cccnc21
2) COc1ccccc1NC(=O)Oc1ccc(C(C)=O)cc1
3) Clc1ncccc1-c1nnn(-c2ccccc2)n1
4) O=C1OC2(O)C3C4C=CC(C4)C3C(=O)N2c2ccccc21 (centres undefined)
5) COc1cccc(OCC(=O)NNC(=O)C(=O)N2CCCC2)c1
6) Cc1ccc(C2=C(O)C(=O)C(c3ccc(C)cc3)=C(O)C2=O)cc1
7) CCOc1ccc(N=C(NC#N)SCC)cc1
8) O=C(CCSc1ccccc1)N1CCN(c2ccccc2F)CC1
9) CCC(=O)Nc1ccc(C(=O)N/N=C/c2c(C)[nH]c3ccccc23)cc1
10) O=C(NC(=S)NC1C2CC3CC(C2)CC1C3)c1ccccc1 (centres undefined)
compound no.	1	2	3	4	5	6	7	8	9	10
OPRM1-OPRD1 ag	-4.1	-0.4	-3.2	-3.8	-1.0	-2.0	-1.3	0.6	-0.8	2.4
V-ATPase pHluor	-3	0	-2	4	0	-2	-2	-1	1	2
C-LANA FP	0.2	-0.5	-0.5	-1.6	-1.4	1.7	-0.5	-4.8	1.5	-0.5
RTF Ca sens act	-8	0	4	1	3	-20	1	2	-7	-1
Wnt act	2	/	34*	0	-1	-3	/	12	-2	-3
Arr AP2 block	33	-7	8	16	7	1	8	13	5	6
OPRM1-OPRD1 inv	24	2	18	19	5	9	6	-3	4	-14
Keap1 Nrf2 FP	0	-6	1	-2	1	3	1	1	2	-12
RTF Ca sens inh	6	-10	-24	5	-13	12	-11	1	-9	-7
DSG3 Ab inh	87	98	102	/	82	97	103	99	134	120

Ordered by value in DSG3 Ab inh (ascending): 3 of the compounds above
entry | structure | DSG3 Ab inh
6 | Cc1ccc(C2=C(O)C(=O)C(c3ccc(C)cc3)=C(O)C2=O)cc1 | 97
7 | CCOc1ccc(N=C(NC#N)SCC)cc1 | 103
10 | O=C(NC(=S)NC1C2CC3CC(C2)CC1C3)c1ccccc1 (centres undefined) | 120

(cont.)
11) O=C1c2cccc3c(Nc4ccccc4Cl)c([N+](=O)[O-])cc(c23)C(=O)N1CCO
12) CC(c1ccccc1)N1C(=O)/C(=C/c2ccncc2)SC1=S (centres undefined)
13) CCCN(CCC)C(=O)Nc1ccc(F)cc1F
14) COc1cccc(NC(=O)c2cc3ccccc3oc2=O)c1
15) CC(=O)c1sc(Nc2nc(C)cc(C)n2)nc1C
16) Cc1cc2ccccc2n1CCNC(=O)C(C)Oc1ccccc1 (centres undefined)
17) Cc1sc(N)nc1-c1cccs1
18) O=C(Nc1sc2c(c1C(=O)O)CCCCC2)c1ccccc1
19) CC(=O)N1N=C(c2cccc(Cl)c2)OC1c1cccc([N+](=O)[O-])c1 (centres undefined)
20) CC1=C(C(=O)Nc2ccccc2C)C(c2ccc(C)o2)n2c(s/c(=C/c3ccccc3)c2=O)=N1 (centres undefined)
compound no.	11	12	13	14	15	16	17	18	19	20
OPRM1-OPRD1 ag	-4.3	0.1	-1.6	0.0	-2.8	2.8	-2.3	-0.7	4.7	-1.5
V-ATPase pHluor	1	-3	1	-1	1	1	0	1	4	-2
C-LANA FP	-0.8	1.1	0.8	0.6	0.7	0.6	-1.0	0.0	0.6	-0.4
RTF Ca sens act	-1	0	4	4	8	6	-1	3	0	-2
Wnt act	/	-1	1	-1	/	1	3	10	-3	-9
Arr AP2 block	11	20	-8	-5	22	21	7	-9	-1	0
OPRM1-OPRD1 inv	22	-1	8	0	16	-17	13	4	-32	8
Keap1 Nrf2 FP	-2	0	-3	-4	-1	-4	-1	-4	-3	3
RTF Ca sens inh	3	-4	-17	1	9	-5	5	-10	-14	3
DSG3 Ab inh	105	104	101	107	98	99	/	103	97	100

As a short view, some entries already given.
12) CC(c1ccccc1)N1C(=O)/C(=C/c2ccncc2)SC1=S (centres undefined)
13) CCCN(CCC)C(=O)Nc1ccc(F)cc1F
compound no.	12	13
OPRM1-OPRD1 ag	0.1	-1.6
V-ATPase pHluor	-3	1
C-LANA FP	1.1	0.8
RTF Ca sens act	0	4
Wnt act	-1	1
Arr AP2 block	20	-8
OPRM1-OPRD1 inv	-1	8
Keap1 Nrf2 FP	0	-3
RTF Ca sens inh	-4	-17
DSG3 Ab inh	104	101

(more compounds)
21) CCS(=O)(=O)Nc1cc(-c2nc3cccnc3s2)ccc1C
22) CNC(=O)/C(=C\c1ccco1)NC(=O)c1ccco1
23) Cc1ccc(C(=O)OC2CCN(c3ccc([N+](=O)[O-])cc3)CC2)cc1
24) COc1ccc(-c2nc(NC(=O)Cn3ccc(C(F)(F)F)n3)sc2C)cc1
25) S=c1[nH]nc(NCCCN2CCOCC2)s1
26) OCC[C@@H]1C[C@@H](O)[C@H](O)[C@@]2(CCc3ccccc3CO2)O1
27) S=C(NN=C(C1CC1)C1CC1)Nc1ccccc1
28) CC(C)n1ncc2c(C(=O)N3CCN(Cc4ccc(Br)s4)CC3)cc(C3CC3)nc21
29) O=C(Nc1cccc(Oc2c(F)c(F)c(F)c(F)c2F)c1)N1C[C@@H]2C[C@@H](C1)c1cccc(=O)n1C2
30) Nc1nonc1-n1nnc(C(=O)N/N=C/c2cc(Br)ccc2O)c1CNc1ccccc1
compound no.	21	22	23	24	25	26	27	28	29	30
OPRM1-OPRD1 ag	-1.0	-2.4	-2.7	15	-2.2	-1.8	-0.6	3.3	-0.3	4.6
V-ATPase pHluor	5	-2	3	-1	-2	1	-1	0	1	-4
C-LANA FP	-1.8	-0.6	1.9	2.1	-1.6	-0.9	-1.3	-1.3	0.0	-0.5
RTF Ca sens act	3	0	-1	2	-1	0	2	-1	4	-2
Wnt act	-2	-1	0	/	2	-2	-2	0	-4	-7
Arr AP2 block	4	-13	-2	0	33	9	26	4	10	15
OPRM1-OPRD1 inv	6	11	13	-87	11	10	3	-14	2	-23
Keap1 Nrf2 FP	-5	-2	1	-10	-1	5	1	-5	-7	3
RTF Ca sens inh	-5	-6	-1	-1	2	-24	2	-2	4	-15
DSG3 Ab inh	101	118	/	95	94	93	100	/	107	112

31) CCOc1ccc(NC(=O)N(C2CCCCC2)C(C)c2ccncc2)cc1 (centres undefined)
32) Cc1cc(S(=O)(=O)c2cc3ccc(O)c(C)c3oc2=O)ccc1F
33) COc1ccccc1NC(=O)C1=C(C)NC(SCC(=O)Nc2ccc(C(=O)O)cc2)=C(C#N)C1c1cccs1 (centres undefined)
34) Cc1cc(C(C)(C)C)cc(C)c1COC(=O)CN1C(=O)NC2(CCCC2)C1=O
35) N#Cc1c(Cl)cccc1N1CCC(C(N)=O)CC1
36) O=C(Nc1nc(-c2ccccc2)cs1)C1CCCCN1S(=O)(=O)c1ccccc1 (centres undefined)
37) O=C(c1ccc2nc[nH]c2c1)N1CCN(c2cccc(Cl)c2)CC1
38) COCCn1c(SCC(=O)N2CCCC2)nnc1-c1ccco1
39) COc1ccc(N2C(=O)CC(N3CCN(c4ccc(S(C)(=O)=O)cc4)CC3)C2=O)cc1 (centres undefined)
40) COC(=O)c1cc(-c2ccc(OC)c(OC)c2)n[nH]1
compound no.	31	32	33	34	35	36	37	38	39	40
OPRM1-OPRD1 ag	-2.4	3.7	0.8	1.7	/	3.4	-3.8	0.7	-1.1	-0.1
V-ATPase pHluor	0	-2	2	3	5	-5	0	-4	-73	-2
C-LANA FP	1.4	2.4	0.9	-0.2	/	0.3	-0.2	-0.2	-0.2	-3.5
RTF Ca sens act	-2	6	12	-6	/	4	-6	-5	1	1
Wnt act	/	0	0	-3	-1	0	5	-2	/	-3
Arr AP2 block	3	14	-12	6	-16	9	-9	-3	4	4
OPRM1-OPRD1 inv	14	-16	-4	-7	/	-20	19	-6	6	1
Keap1 Nrf2 FP	2	-4	-4	0	/	-4	-1	-3	-6	-1
RTF Ca sens inh	-3	-17	-7	3	/	-5	-6	-5	-6	4
DSG3 Ab inh	120	101	96	/	115	103	106	96	100	/

41) CC(OC(=O)C1=Cc2ccccc2OC1)C(=O)NC(C)(C)C (centres undefined)
42) Cc1cc(NC(=O)COc2ccc(C)c(C)c2)no1
43) Cc1nn(CC(=O)N2c3ccccc3NC(=O)C2(C)C)c(C)c1[N+](=O)[O-]
44) Cc1cc(C)c(-c2csc(NC(=O)c3cc([N+](=O)[O-])ccc3N3CCOCC3)n2)c(C)c1
45) CN(CCc1ccccc1)C(=O)c1ccc(NC(=O)Cc2ccc(NC(=O)C3CCCN(C(=O)c4ccccc4)C3)cc2)cc1 (centres undefined)
46) Cc1ccc(C)c(NC(=O)c2cc(-c3cc(C)cc(C)c3O)n[nH]2)c1
47) COc1ccc(/C=C/CN2CCCC(CCC(=O)NCc3ccc(F)c(F)c3)C2)cc1 (centres undefined)
48) CN(CC(=O)Nc1ccccc1Br)C(=O)c1ccccc1Sc1ccccc1C#N
49) CCCCn1c2ccccc2c2cc(CC(N)=O)ccc21
50) CN(Cc1ccccc1)C(=O)COC(=O)COc1ccc(C#N)cc1
compound no.	41	42	43	44	45	46	47	48	49	50
OPRM1-OPRD1 ag	-0.7	1.2	3.1	0.3	1.8	5.9	-1.9	-0.8	-0.6	0.0
V-ATPase pHluor	-1	1	7	-3	0	-2	-2	0	-7	5
C-LANA FP	0.2	-1.5	-0.5	1.2	-2.9	1.0	0.2	1.2	-3.3	0.1
RTF Ca sens act	1	-10	12	1	1	-1	-3	-1	1	8
Wnt act	0	8	-1	9	-1	2	-1	-1	-2	2
Arr AP2 block	-1	28	10	4	18	26	-25	4	32	-13
OPRM1-OPRD1 inv	4	-10	-16	-2	-9	-27	11	3	3	0
Keap1 Nrf2 FP	-7	-3	-6	0	-5	3	-1	-1	-2	-2
RTF Ca sens inh	-9	-5	-11	-18	-10	-4	5	-11	0	0
DSG3 Ab inh	98	125	101	82	99	95	105	99	108	118
